Screening data as filed in PubChem.
SDO1 yeast rescue: compounds rescuing growth of sdo1-depleted yeast, bone marrow failure model. S. cerevisiae sdo1-depleted JHY4D growth rescue, OD600 30 h; stronger effect = higher value; pdr5 snq2 efflux-pump mutant strain. hit rate 0.21% among 140,000. z-score at 10 µM;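 active = z-score above 3 at both the 24 hr and the 30 hr optical density reads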;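 also: z-score against mean and SD of all compound wells on the same plate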
Insulin prom inh: TRM-6 insulin promoter activity inhibition. hit rate 0.9% among 130,000. TRM-6 cells (human fetal islet line), insulin promoter-eGFP reporter, imaging; reporter expression induced with tamoxifen. inhibition, % at 2 µM;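 active = inhibition above the mean plus 3 SD, with well images judged a real hit on visual review, cut at about 60% in these data, passing the limit was not always enough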
SDO1 yeast rescue Rescue 24 h: also measured in SDO1 yeast rescue; calls as there; z-score; S. cerevisiae sdo1-depleted JHY4D growth rescue, OD600; measured here: growth rescue at 24 h;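 0 is the plate mean of compound wells and units are plate SD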
An asterisk follows results filed as active; i = inactive; . = no result given.

SDO1 yeast rescue	SDO1 yeast rescue Rescue 24 h	compound	Insulin prom inh
.	.	Oc1ccc2cc(Br)ccc2c1CN1CCCC1	-40
-0.45	-0.59	COc1ccc(Nc2ncnc3sc(-c4ccccc4)cc23)cc1OC	-15
-2.5	-1.5	CSc1nnc2n(-c3ccc(C)cc3)c(=O)c3c4c(sc3n12)COC(C(C)C)C4 (stereo unspecified)	.
.	.	Cc1ccccc1NC(=S)N(Cc1ccco1)C(C)c1cccs1 (stereo unspecified)	-44
.	.	COc1ccc(S(=O)(=O)NN(C)c2ncc(C(F)(F)F)cc2Cl)cc1	-15
-0.36	-1.4	COc1ccc(C(=O)NNS(=O)(=O)c2ccc(C)cc2)cc1	-12
1	0.53	COc1ccc(NC(=O)CC2SC(=NCc3ccccc3OC)NC2=O)cc1 (stereo unspecified)	-52
0.69	0.24	CC(=O)c1c(N2CCCCC2)nc(=S)n(-c2ccccc2)c1C	.
0.62	0.42	CCCCNC(=S)NNC(=O)c1sccc1C	-6
0.37	-0.45	CSc1ccn(CCC(=O)O)c(=O)n1	-37
-0.35	-0.41	CN(c1ccc(C(=O)Nc2nccs2)cc1)S(=O)(=O)c1ccccc1	-115
-2.4	-1.4	CCC(CC)COC(=O)C(C#N)c1nc2ccccc2nc1N1CCN(CC)CC1 (stereo unspecified)	12
0.16	0.04	Cc1nn(-c2ccccc2)c2sc(C(=O)O)cc12	9
1.1	0.79	CCCS(=O)(=O)Nc1c(OC)ccc2c1c(C(=O)OCC)c(C)n2C	.
-0.5	-0.52	Cc1ccc(N(CN2C(=O)NC(C)(C)C2=O)CN2C(=O)NC(C)(C)C2=O)cc1	-19
-0.33	0.13	O=C(NC1CCCCC1)c1ccccc1NC(=O)C1CC(=O)N(c2ccccc2)C1 (stereo unspecified)	3
-0.67	-0.84	COC(=O)C(C)Oc1ccc(-c2nccc(-c3cccs3)n2)cc1 (stereo unspecified)	30
0.53	-0.02	CN1CCN(C(=O)CN(Cc2ccc(Cl)cc2)S(C)(=O)=O)CC1	i
.	.	COc1cc(CNC(=O)C2CCCN2S(=O)(=O)c2ccccc2)cc(OC)c1OC (stereo unspecified)	-79
-0.62	-0.97	CC(O)/C=C/c1ccc2ccccc2n1 (stereo unspecified)	28
.	.	CCOC(=O)/C=C1\SCC(=O)N1CC(=O)N1CCOCC1	-20
.	.	C/C(N)=C(/C#N)C(=O)COC(=O)c1ccc(C#N)cc1	-27
.	.	CN(Cc1cn(-c2ccccc2)nc1-c1cc2ccccc2o1)C(=O)CCC(=O)O	-108
0.14	-1.1	CCOc1ccc2[nH]c(C)c(CN3CCOCC3)c(=O)c2c1	-6
.	.	Cc1ccc(NS(=O)(=O)c2ccc(C(=O)N3CCN(c4ncccn4)CC3)cc2)cc1	31
-0.96	-1.1	O=C(NCC1CCCO1)C(c1cccs1)N(Cc1cccs1)C(=O)c1ccc(-c2ccccc2)[nH]1 (stereo unspecified)	14
.	.	COc1ccc(C(=O)Nc2nc(-c3ccccc3)c(C(C)=O)s2)c(OC)c1	64
2.5	2.4	O=C(NC1CC1)C1CCN(c2ccc(S(=O)(=O)N3CCOCC3)cc2)CC1	41
-0.83	-0.03	O=C(OCc1ccc([N+](=O)[O-])cc1)c1ccc(N2CCCC2)c([N+](=O)[O-])c1	.
0.98	0.16	CCOC(=O)C1CCCN(CCC(=O)Nc2cccc(F)c2)C1 (stereo unspecified)	9

Brought forward from above: 4 compounds; new compounds follow.
SDO1 yeast rescue	SDO1 yeast rescue Rescue 24 h	compound	Insulin prom inh
.	.	COc1ccc(C(=O)Nc2nc(-c3ccccc3)c(C(C)=O)s2)c(OC)c1	64
2.5	2.4	O=C(NC1CC1)C1CCN(c2ccc(S(=O)(=O)N3CCOCC3)cc2)CC1	41
-0.83	-0.03	O=C(OCc1ccc([N+](=O)[O-])cc1)c1ccc(N2CCCC2)c([N+](=O)[O-])c1	.
0.98	0.16	CCOC(=O)C1CCCN(CCC(=O)Nc2cccc(F)c2)C1 (stereo unspecified)	9
-0.91	-1.1	O=C(CN(C(=O)CSc1nc2ccccc2o1)c1cccc(F)c1)NC1CCCCC1	14
-1.2	-0.04	CCC1Oc2ccccc2N(Cc2ccccc2C)C1=O (stereo unspecified)	-55
0.85	2.3	COc1cc2cc3c(N)c(C(=O)Nc4sc(C)c(C)c4C#N)sc3nc2cc1OC	-30
-0.87	-1.1	CCOc1ccccc1C(=O)N[C@H](C(=O)Nc1nc2c(s1)CCCC2)C(C)C	19
1.1	0.57	Cc1ccc(C(=O)NCCOC23CC4CC(CC(C4)C2)C3)cc1	-21
-1.3	-0.82	CCOC(=O)c1oc2cccc(O)c2c1CN(Cc1ccccc1)C(C)=O	.
1.2	0.87	Cc1cc(C)nc(SCC(=O)O)n1	-4
.	.	O=C1c2ccccc2C(=O)N1CC1c2ccccc2CCN1C(=O)CN1CCOCC1 (stereo unspecified)	-94
.	.	Cc1ccccc1OCc1nnc(SCc2nc3ccccc3c(=O)[nH]2)n1C	18
0.33	0.09	O=C(CSc1nc2ccccc2n1S(=O)(=O)c1ccccc1)N1CCCCC1	-21
.	.	Cc1ccc(S(=O)(=O)N2CCCCC2)cc1NC(=O)COC(=O)C1=COCCO1	19
-0.49	-0.92	CC(=O)c1ccccc1NC(=O)COC(=O)CCCN1C(=O)c2cccc3cccc(c23)C1=O	-17
0.55	-0.34	C/C(=N\NC(=O)c1ccccc1O)c1c(O)cc(C)oc1=O	43
-0.28	-0.22	O=C(NC(=S)N1CCCc2ccccc21)c1ccc([N+](=O)[O-])cc1	50
-2.2	-1	O=C(NNc1nc2ccc(Cl)cc2s1)c1cc(-c2cccs2)nc2ccccc12	10
-0.42	-0.45	Cc1cc(C)cc(COn2ccnc2)c1	68*
.	.	CC(C)N(C(=S)NCc1ccccc1)C(C)C	40
-0.46	-0.53	O=C(Nc1ccc(Cl)cc1)Nc1ccc(N2CCCC2)c(S(=O)(=O)Nc2ccccc2Cl)c1	39
1.6	0.71	Cc1cc(=O)[nH]c2ccccc12	45
-0.1	0.76	Cc1ccc2cc(C)c3nnc(SCC(=O)Nc4nc5c(s4)CCCC5)n3c2c1C	30
-0.05	-0.22	O=C(NNS(=O)(=O)c1ccccc1)c1cnn(-c2ccccc2)c1-n1cccc1	-25
.	.	O=c1[nH][nH]cc1C=Nc1ccc(Cl)cc1	0
0.32	-0.2	CN(C)CCCC1(O)c2ccccc2C=Cc2ccccc21	-145
0.25	-0.31	O=S(=O)(c1cc(-c2nnc(-c3ccc(Br)cc3)o2)ccc1Br)N1CCCCCC1	30
-0.3	-0.32	Cn1c(=O)nc2n(Cc3ccccc3)c3ccccc3cc-2c1=O	.
0.26	0.63	CCc1cccc(C)c1NC(=O)COC(=O)CNS(=O)(=O)/C=C/c1ccccc1	21
0.4	0.23	COc1ccc(-c2cc(C(=O)NCCCn3ccnc3)no2)cc1OC	-58
-0.41	1	Cc1nn(C)c(C)c1S(=O)(=O)N1CCCC(C(=O)N2CCN(c3ccccc3)CC2)C1 (stereo unspecified)	.
.	.	Cc1noc(NC(=O)c2cccc(Cl)c2Cl)c1C#N	-40
3.2*	3.5*	COc1ccccc1S(=O)(=O)Cc1ccc(C(=O)N2CCOCC2)o1	.

Insulin prom inh, entries above that show a hit.
SDO1 yeast rescue	SDO1 yeast rescue Rescue 24 h	compound	Insulin prom inh
-0.42	-0.45	Cc1cc(C)cc(COn2ccnc2)c1	68*

Other compounds follow.
SDO1 yeast rescue	SDO1 yeast rescue Rescue 24 h	compound	Insulin prom inh
-0.41	-0.65	COc1ccc(/C=C2/C(=O)ON=C2c2ccccc2)cc1OC	-19
2.2	2.7	COc1cccc(CNC(=O)Cc2nc3nc(C)cc(C)n3n2)c1	.
.	.	O=[N+]([O-])c1ccc(N2CCN(c3ccc(Cl)nn3)CC2)cc1NC1CC1	-276
.	.	O=C(NCc1ccco1)C1CC(=O)N(c2ccc(Cl)cc2)C1 (stereo unspecified)	-58
0.51	0.19	CC(=O)N1CCC(=NNS(=O)(=O)c2ccc(C)c([N+](=O)[O-])c2)CC1	69
0.17	-0.33	COc1ccc(C2NC(=S)NC3=C2CCc2ccccc23)cc1OC (stereo unspecified)	.
-1.3	-0.99	O=C(Nc1nc(-c2ccc(-c3ccccc3)cc2)cs1)C1CCCO1 (stereo unspecified)	15
-1.1	-1.8	O=C(Nc1ccc(F)cc1)c1ccc(CSc2ccccc2)o1	.
0.54	2.2	N#Cc1c(NC(=O)c2cc([N+](=O)[O-])ccc2N2CCOCC2)sc2c1CCCC2	6
-1.9	-1.4	Cn1c(-c2ccc(C=O)s2)nc2c3ccccc3c3ccccc3c21	-38
.	.	COC(=O)c1ccc(NC(=O)CN2CCC(NC(=O)c3ccco3)CC2)cc1	27
.	.	Cc1ccc(S(=O)(=O)Nc2nc(C)c(C(=O)N/N=C/c3ccccc3)s2)cc1	5
0.55	0.38	O=C(O)CCC(=O)Nc1ccc(N2CCCCC2)c(C(=O)O)c1	-38
0	-0.71	Cc1ccc(C)c(OCCOCCN2CCOCC2)c1	20
1.3	-0.53	CN(CCOC(=O)c1ccco1)Cc1ccccc1	-8
-0.78	-1.3	CN1CCN(C(=O)c2cnn3c(C(F)F)cc(C4CC4)nc23)CC1	65
-0.48	-1.3	C=CCn1c(SCC(=O)NCc2ccccc2)nnc1C1CCCCC1	-88
0.87	0.66	COc1ccc(CNC(=O)c2cnc3n(c2=O)CCS3)cc1	.
-0.24	-1.2	Cc1ccc(C(=O)c2ccc(C(F)(F)F)cc2)cc1	-17
-0.01	0.68	Cc1ccc2sc(-c3ccc(NC(=O)CCN4C(=O)c5ccccc5C4=O)cc3)nc2c1	.
-1.1	-1	Cc1ccc(C2=NN(C)c3nc4ccccc4n3C2)cc1	13
.	.	NC1=Nc2cccc3cccc1c23	-87
0.62	0.55	COc1ccc(C(=O)/C=C/Nc2cccc(C)n2)cc1OC	-21
0.68	-0.08	CC(=O)Nc1ccccc1O	-32
0.86	0.37	COc1ccc(CC(NC(C)=O)C(=O)NC2CCN(C(=O)Nc3ccc(C#N)cc3)CC2)cc1OC (stereo unspecified)	25
.	.	O=S(=O)(c1ccc(Cl)s1)N1CCCCC1	65
.	.	Cc1cc(NC(=O)/C=C/C(=O)N(CC(=O)NC2CCCC2)c2cccc3ccccc23)no1	-8
0.56	0.31	CCOC(=O)CNC(=O)CCNS(=O)(=O)c1ccc2c(c1)c(=O)n(C)c(=O)n2C	24
-1.6	-1.4	CC(=O)c1cccc(NC(=O)N2CCc3ccccc3C2)c1	32
-1.8	-1.6	O=S(=O)(c1ccc(Cl)cc1)N1CCN(C(=S)Nc2ccc(F)c(Cl)c2)CC1	14

Gathered by group: the entries above with a Cl atom (10)
SDO1 yeast rescue	SDO1 yeast rescue Rescue 24 h	compound	Insulin prom inh
.	.	COc1ccc(S(=O)(=O)NN(C)c2ncc(C(F)(F)F)cc2Cl)cc1	-15
0.53	-0.02	CN1CCN(C(=O)CN(Cc2ccc(Cl)cc2)S(C)(=O)=O)CC1	i
-2.2	-1	O=C(NNc1nc2ccc(Cl)cc2s1)c1cc(-c2cccs2)nc2ccccc12	10
-0.46	-0.53	O=C(Nc1ccc(Cl)cc1)Nc1ccc(N2CCCC2)c(S(=O)(=O)Nc2ccccc2Cl)c1	39
.	.	O=c1[nH][nH]cc1C=Nc1ccc(Cl)cc1	0
.	.	Cc1noc(NC(=O)c2cccc(Cl)c2Cl)c1C#N	-40
.	.	O=[N+]([O-])c1ccc(N2CCN(c3ccc(Cl)nn3)CC2)cc1NC1CC1	-276
.	.	O=C(NCc1ccco1)C1CC(=O)N(c2ccc(Cl)cc2)C1 (stereo unspecified)	-58
.	.	O=S(=O)(c1ccc(Cl)s1)N1CCCCC1	65
-1.8	-1.6	O=S(=O)(c1ccc(Cl)cc1)N1CCN(C(=S)Nc2ccc(F)c(Cl)c2)CC1	14

(next part)
SDO1 yeast rescue	SDO1 yeast rescue Rescue 24 h	compound	Insulin prom inh
.	.	Cc1ccc(C(c2nnnn2CC2CCCO2)N2CCN(Cc3ccccc3)CC2)cc1 (stereo unspecified)	63
0.09	0.75	CCCC(=O)C1=C(O)C(C(=O)OC)C(C)(C)CC1=NC(C)(C)C (stereo unspecified)	50
.	.	CN=C(Nc1ccc(C(=O)OC)s1)c1ccc(Cl)cc1	-73
-0.37	-0.34	CCN(CC)S(=O)(=O)c1cc(C(=O)OCC(=O)Nc2cccc(C)c2C)ccc1F	0
0.22	-0.36	COc1ccc(/C=N/N2CCN(C)CC2)cc1OC	-15
0.27	0.59	COc1ccc(C(C(=O)NC2CCCC2)N(CCN2CCOCC2)C(=O)c2ccc(OC)c(OC)c2)cc1 (stereo unspecified)	32
1.4	1.7	CC1CN(c2nc3ccccn3c(=O)c2/C=C(\C#N)S(=O)(=O)c2ccccc2)CC(C)O1 (stereo unspecified)	-162
-0.71	-0.71	Cc1cc2ccccc2n1CCNC(=O)c1ccccc1	-91
0.65	-0.54	COc1ccccc1CC(=O)NC1CC(C)(C)NC(C)(C)C1	-38
0.31	2	Cc1ccc(-c2cc(C(F)F)n3ncc(C(=O)Nc4c(C)nn(Cc5c(Cl)cccc5Cl)c4C)c3n2)cc1	.
0.24	-0.04	CCc1ccccc1NC(=O)c1nnn(CC(=O)Nc2ccccc2C)c1N	-33
-1.9	-1.6	N#Cc1ccsc1NC(=O)COC(=O)CCCSc1nc2ccccc2s1	.
-0.17	-1.1	COc1ccc(OC)c(NC(=O)CCC(=O)Nc2nnc(C(F)(F)F)s2)c1	-50
0.5	-0.74	CC(NC(=O)COc1ccc(Br)cc1)C(=O)O (stereo unspecified)	-24
-0.43	-0.05	Cc1ccc(S(=O)(=O)NCC(=O)OCC(=O)c2cccs2)cc1	35
